Bioassay records: PubChem, several laboratories
XIAP antagonists: XIAP antagonists, biochemical, IAP family, fluorescence polarization (AID 1018) | XIAP BIR domain, fluorescence polarization peptide displacement; higher % means a stronger effect | displacement, % at 20 µM, or IC50 in µM where a hit was titrated | actives 0.007% (n = 200,000); in the data active means displacement above about 50%; further: a part of the inactive calls stands beside numbers as strong as those of hits
Lipid droplet: hepatic lipid droplet formation modulation | AML12 mouse hepatocytes, oleate lipid droplets, BODIPY imaging | inhibition, % at 6.5 µM | actives 0.4% (n = 240,000);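 active means lipid droplet intensity inhibited by at least 50%, with more than 500 cells counted; inconclusive means wells with under 300 cells, treated as cytotoxic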
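Test system: AML12 mouse liver cells; schedule: overnight exposure; technique: high-content imaging of BODIPY-stained droplets and DAPI nuclei; read-out: % inhibition of corrected integrated BODIPY droplet signal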
M1AAP inhibition: P. falciparum M1AAP inhibitors, biochemical, fluorogenic H-Leu-NHMec substrate, 1536-well (AID 1445); one-dose inhibition, % at 30 µM; IC50 in µM for titrated hits; actives 0.42% (n = 220,000); recombinant M1AAP, H-Leu-NHMec fluorogenic kinetic assay; higher % means a stronger effect;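 active means primary inhibition above the hit cutoff, then over 50% inhibition at one or more dose response concentrations, cut at about 23% in these data, passing the limit was not always enough; inconclusive means conflicting primary data, or primary hits not chosen for dose response; inactive means low primary inhibition, or under 50% at every dose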;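 further: plate controls were DMSO full reaction for no effect and no enzyme background for full effect; strong numbers were not always called active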
P. falciparum M17LAP: P. falciparum M17LAP inhibitors, primary screen, biochemical, fluorogenic H-Leu-NHMec substrate, 1536-well (AID 1619); actives 0.38% (n = 220,000); recombinant M17LAP, H-Leu-NHMec fluorogenic kinetic assay; higher % means a stronger effect; inhibition, % at 30 µM; hits with a dose series show IC50 in µM;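 active means compound inhibiting the enzyme by more than half at any dose during confirmatory dose-response retesting; inconclusive means strong single-dose inhibitors picked by rank but not retested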;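 further: plate controls were full reaction with DMSO carrier for no effect and no enzyme background for full effect; strong numbers were not always called active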
SIAH1 antagonists: blockers of Siah-1 interaction with plectin peptide – biochemical, fluorescence polarization, rhodamine-plectin, uHTS, primary screen (AID 1817) | Siah-1 / rhodamine-plectin peptide fluorescence polarization; higher % means a stronger effect | displacement, % at 20 µM, or IC50 in µM where a hit was titrated | actives 0.02% (n = 290,000);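 active means displacement of at least 50% at 20 µM, with a fluorescence ratio check between 0.3 and a set limit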;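 further: plate controls were Siah plus tracer with DMSO for no effect and tracer alone without Siah for full effect; strong numbers were not always called active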
PMI inhibition: human PMI inhibitors, high substrate, primary screen, biochemical, fluorescence intensity, high mannose 6-phosphate (AID 1220); recombinant PMI enzyme, coupled fluorescence intensity; higher % means a stronger effect; actives 0.66% (n = 190,000); one-dose inhibition, % at 20 µM; IC50 in µM for titrated hits
TNAP activation fold: human TNAP enzyme activators, primary screen, biochemical, luminescent, no phosphate acceptor, uHTS (AID 1001). actives 0.03% (n = 200,000). purified TNAP, luminescent activation assay, no phosphate acceptor; higher activation fold means a stronger effect. activation fold at 20 µM, or EC50 in µM where a hit was titrated; in the data active means activation fold from about 3, or a potency from the dose series; inactive means the rest, 99 in 100 with activation fold below about 1.6; further: many of its hits are not listed in these tables
UTI89 phage lysis: inhibition of K1F phage lysis, E. coli UTI89, bacterial capsule biogenesis inhibitors, alamar blue (AID 488966). actives 0.02% (n = 340,000). E. coli UTI89 K1F phage lysis, alamar blue, 2 h; higher % means a stronger effect. inhibition, % at 100 µM, or IC50 in µM where a hit was titrated;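 active means phage lysis inhibition, versus mean bacterial control, above a set limit; inconclusive means no clear call, values can overlap the other calls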;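 further: capsule biogenesis inhibitors block K1F phage lysis so surviving cells raise fluorescence; higher fluorescence means more inhibition of phage lysis; actives were called in the ten point dose series up to 300 µM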
PMI inhibitors: MPI enzyme activity inhibition – biochemical, fluorescence intensity, coupled assay, primary screen (AID 1209); purified PMI enzyme, coupled fluorescence intensity; higher % means a stronger effect; inhibition, % at 20 µM; hits with a dose series show IC50 in µM; actives 0.42% (n = 190,000);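 further: plate controls were DMSO vehicle for no effect and wells lacking substrate for full effect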
Lipid droplet cells 6.5 µM: also measured in Lipid droplet; calls as there; cell count; measured here: cell count, cytotoxicity flag;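 cells counted across two imaged fields per well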
An asterisk follows results filed as active; ? = inconclusive; . = no result given; [ ] = remark or other dose. Unless noted, no stated cut-off is given here; in the data, active means inhibition above about 50%; inactive means the rest. No enrichment for hits, and some 1.9% of all compounds hit somewhere here.

SMILES	XIAP antagonists	Lipid droplet	Lipid droplet cells 6.5 µM	M1AAP inhibition	P. falciparum M17LAP	SIAH1 antagonists	PMI inhibition	TNAP activation fold	UTI89 phage lysis	PMI inhibitors
CC1(C(=O)N(CC(=O)NC2CCCC2)C2CCCC2)CC(=O)N=C2C=CC=CN21 (stereo not given)	-5.9%	.	.	7%	-3%	-2%	-1%	1	1.2%	-11%
CC(=O)NC(Cc1ccccc1C)C(=O)NC1CCN(C(=O)c2cccc(C)c2)CC1 (stereo not given)	-16%	2	686	1%	-2%	-1%	11%	1.1	-0.1%	16%
CCc1cc2c(=O)[nH]c(-c3ccccn3)nc2s1	-2.2%	-82	535	8%	-202%	-5%	19%	1.8	0.1%[50 µM]	-9%
CC(C)(C)NC(=O)CSc1nc2ccc(NC(=O)CSc3nnnn3Cc3ccccc3)cc2s1	-11%	-18	771	9%	7%	1%	13%	1.1	-1.1%	11%
Cc1ccccc1NC(=O)N1CCN(c2ncccn2)CC1	-4.3%	1	690	-1%	-12%	-1%	10%	1.1	0.1%	10%
COc1c(Cl)cnn(-c2ccc(Cl)c(Cl)c2)c1=O	-4.8%	-1	710	1%	3%	-5%	-4%	1	2.9%	-3%
CCN(CC1COc2ccccc2O1)C(=S)Nc1ccccc1 (stereo not given)	-4.3%	.	.	6%	-2%	2%	9%	1.1	3.5%	12%
CC(C)c1cccc(C(C)C)c1NC(=O)c1ccc(OCC(=O)NCc2ccccc2)cc1	-0.5%	2	647	10%	12%	9%	-2%	1.2	.	-6%
NC(=O)c1c(NC(=O)CN2C(=O)CCC2=O)sc2c1CCCCC2	-4.9%	2	669	-1%	24%	-3%	-2%	1.1	-0.4%	3%
c1ccc(-c2nnnc3ccccc23)cc1	-5.5%	-6	689	0%	-6%	10%	3%	1.1	1.5%[50 µM]	-12%
O=C(CSc1ccsc1[N+](=O)[O-])NCc1ccccc1	-2.9%	-2	677	5%	4%	-2%	6%	1.1	0.3%	5%
CCOc1ccc(NC(=O)c2sccc2-n2cccc2)cc1	-6.8%	-10	668	-3%	-1%	8%	-2%	1.1	-0.3%	-5%
COC(=O)CSc1nc2c(c(-c3ccc(C)o3)c1C#N)CCCC2	-12%	0	744	4%	7%	4%	2%	1.1	1.2%	9%
COC(=O)C1C(=O)OC(C)(C)C1C(C)C(=O)c1ccccc1 (stereo not given)	-5.2%	14	819	-4%	-3%	6%	-6%	1.2	0.1%	-12%
COc1cc2c(cc1OC)C(C(=O)N1CCOCC1)C(c1cccs1)N(C)C2=O (stereo not given)	-3.6%	.	.	3%	-4%	0%	9%	1	0.1%	6%
COc1ccccc1NC(=O)COC(=O)C1CC1	-5.2%	16	670	1%	2%	26%	-2%	1.1	-0.1%	-6%
N#Cc1c(SCC(=O)OCc2ccccc2)nsc1SCC(=O)OCc1ccccc1	-3.0%	29	794	1%	-6%	2%	-1%	0.8	0.0%	-8%
COc1ccc(NC(=O)N2Cc3ccccc3CC2C(=O)NC(C)(C)C)cc1 (stereo not given)	-4.0%	.	.	3%	20%	3%	1%	1.1	-0.7%	-4%
C=CCN1C(=O)c2cccc3c(Br)ccc(c23)C1=O	-3.6%	21	726	4%	15%	2%	4%	1	0.1%	4%
CNc1nnc(-c2ccc(N(C)C)cc2)s1	-5.7%	-12	724	?	-398%	-2%	0%	1.1	1.8%	-5%
COc1cc(C2CC(=O)Nc3c2c(=O)nc2c(C)cccn32)cc(OC)c1OC (stereo not given)	-8.1%	3	714	-6%	6%	6%	8%	1	0.2%	-4%
Cc1ccc2cc(C#N)c(SCC(=O)N3CCCC3)nc2c1	.	-16	637	8%	20%	-6%	.	.	0.3%	.
COc1ccccc1NS(=O)(=O)c1cccc(C(=O)OCC(=O)Nc2cc(C)on2)c1	-0.8%	.	.	4%	5%	-4%	5%	1.1	-0.3%	14%
O=C(N/N=C/c1ccc2ncccc2c1)c1cc(-c2cccs2)nc2ccccc12	.	-1	689	-7%	4%	-2%	.	.	-0.4%	.
Cc1ccc(NC(=S)NC2CCCC2)cc1C	-3.6%	1	719	0%	10%	-1%	7%	1.1	11%	15%
O=C(NNc1cc(Cl)cc(Cl)c1)C1CCC1	.	-2	747	6%	2%	15%	.	.	14%	.
Cc1cccc(N2CCN(Cc3nc(-c4cccc(Oc5ccccc5)c4)oc3C)CC2)n1	-2.2%	-31	564	3%	9%	13%	.	1.1	0.0%	.
O=S(=O)(c1ccc2ccccc2c1)N1CCCCC1	-9.7%	-2	664	0%	-3%	2%	-1%	1.1	-0.8%	5%
COc1ccc(/C=N/NC(=O)C(=O)N2CCN(c3ccccc3OC)CC2)cc1	-4.4%	.	.	8%	16%	-2%	-5%	1.1	-0.5%	-3%
Cc1cc(C)cc(NC(=O)C(Nc2ccccc2)c2ccccc2)c1 (stereo not given)	-1.9%	17	655	-2%	0%	-5%	7%	1	0.2%	12%

8 compounds out of the list, arranged by molar mass, low to high.
SMILES	XIAP antagonists	Lipid droplet	Lipid droplet cells 6.5 µM	M1AAP inhibition	P. falciparum M17LAP	SIAH1 antagonists	PMI inhibition	TNAP activation fold	UTI89 phage lysis	PMI inhibitors
CNc1nnc(-c2ccc(N(C)C)cc2)s1	-5.7%	-12	724	?	-398%	-2%	0%	1.1	1.8%	-5%
O=C(NNc1cc(Cl)cc(Cl)c1)C1CCC1	.	-2	747	6%	2%	15%	.	.	14%	.
Cc1ccccc1NC(=O)N1CCN(c2ncccn2)CC1	-4.3%	1	690	-1%	-12%	-1%	10%	1.1	0.1%	10%
O=C(CSc1ccsc1[N+](=O)[O-])NCc1ccccc1	-2.9%	-2	677	5%	4%	-2%	6%	1.1	0.3%	5%
CCN(CC1COc2ccccc2O1)C(=S)Nc1ccccc1 (stereo not given)	-4.3%	.	.	6%	-2%	2%	9%	1.1	3.5%	12%
NC(=O)c1c(NC(=O)CN2C(=O)CCC2=O)sc2c1CCCCC2	-4.9%	2	669	-1%	24%	-3%	-2%	1.1	-0.4%	3%
COc1ccc(NC(=O)N2Cc3ccccc3CC2C(=O)NC(C)(C)C)cc1 (stereo not given)	-4.0%	.	.	3%	20%	3%	1%	1.1	-0.7%	-4%
CC(=O)NC(Cc1ccccc1C)C(=O)NC1CCN(C(=O)c2cccc(C)c2)CC1 (stereo not given)	-16%	2	686	1%	-2%	-1%	11%	1.1	-0.1%	16%

Carrying on:
SMILES	XIAP antagonists	Lipid droplet	Lipid droplet cells 6.5 µM	M1AAP inhibition	P. falciparum M17LAP	SIAH1 antagonists	PMI inhibition	TNAP activation fold	UTI89 phage lysis	PMI inhibitors
CCOC(=O)c1c(NC(=O)C(C)Sc2c[nH]c3ccccc23)sc2c1CCC2 (stereo not given)	-6.6%	12	688	1%	-2%	5%	22%	1	-0.4%	22%
CCC(c1nnnn1CCc1ccccc1)N(Cc1ccco1)Cc1cc2c(C)ccc(C)c2[nH]c1=O (stereo not given)	0.9%	.	.	2%	14%	4%	10%	1.1	0.2%	0%
CC(C)N(C(=O)c1sc2cc([N+](=O)[O-])ccc2c1Cl)C(C)C	-16%	.	.	6%	1%	4%	-8%	1	-0.2%	0%
Cn1c(SCC(=O)OC2CCCCC2)nnc1-c1ccc(S(=O)(=O)N2CCCC2)cc1	-2.6%	.	.	6%	10%	4%	3%	1.1	0.1%	5%
CC1CCN(CCCNC(=O)CN2CCN(Cc3ccc(Cl)cc3)C2=O)CC1	-5.0%	-10	760	-3%	-2%	-8%	-4%	1.1	-0.3%	-6%
CCCCNC(=O)C1(c2ccc(OC)cc2)CCOCC1	-7.8%	-15	722	3%	14%	-2%	5%	1.1	0.0%	7%
O=C(C1=C[C@@H](c2ccccc2)C[C@@H](OCCCCO)O1)N1CCOCC1	-5.0%	1	716	12%	6%	-7%	-8%	1	0.0%	-11%
O=C(Nc1ccccc1[N+](=O)[O-])C1=C(O)CCn2c1nc1ccccc12	-7.3%	-7	747	-3%	-1%	3%	-4%	1.1	0.4%	-2%
Cc1sc2nc(CSc3ccc([N+](=O)[O-])c(C(F)(F)F)c3)[nH]c(=O)c2c1C	-2.6%	-9	602	6%	19%	0%	-25%	1.2	-0.6%	-19%
NC1=NC(c2ccccc2)N=C(Nc2ccccc2)N1 (stereo not given)	.	-9	618	-1%	1%	-4%	.	.	.	.
O=C(Nc1ccc(S(=O)(=O)Nc2nccs2)cc1)c1cc(-c2ccccn2)nc2ccccc12	-11%	7	737	0%	-3%	2%	-6%	1	0.2%	-1%
CCOc1ccc(N(CC(=O)Nc2ccc(C)cc2)S(=O)(=O)c2c(C)[nH]c(=O)[nH]c2=O)cc1	.	.	.	-3%	4%	0%	.	.	0.0%	.
Cc1cccc(Cn2c(=O)c3c(nc4n3CCCN4Cc3ccccc3)n(C)c2=O)c1	-0.1%	-24	763	16%	-2%	-4%	6%	1	1.8%	4%
Cc1ccc(C)n1-c1ccc(C(=O)N/N=C/c2ccncc2)cc1	4.0%	0	659	11%	14%	-4%	13%	1.3	0.3%	4%
CC(C(=O)NC1C(=O)N2C(C(=O)O)=C(CSc3nnnn3C)CSC12)n1cc(Cl)cn1 (stereo not given)	-11%	4	684	7%	36%	10%	7%	1	-0.3%	-7%
CC(=O)NCCc1csc(-c2ccccc2)n1	.	9	702	9%	-5%	11%	-9%	1.1	-0.1%	2%
CCOc1nc(C#N)nc(N2CCCCC2)n1	-8.0%	-2	667	3%	14%	0%	-3%	1.1	-1.6%	7%
COCc1nc2sc3c(c2c(=O)[nH]1)CCCC3	1.9%	10	728	-4%	11%	-1%	5%	1.1	0.9%[50 µM]	-1%
N#C/C(=C(/O)c1cc2ccccc2o1)c1nc2ccccc2s1	.	-38	714	-6%	1%	4%	.	.	0.5%	.
Cc1cc(NC(=O)CSc2n[nH]c(-c3cccs3)n2)no1	-6.9%	.	.	15%	7%	0%	7%	0.9	3.8%	16%
O=C(NCCCNC1CCCCC1)c1ccc(/C=N/O)nc1	0.8%	-8	620	0%	3%	2%	9%	1.1	-0.3%	15%
Cc1ccccc1C(=O)Nc1c(C(=O)N2CCCC2)cnn1-c1ccccc1	-5.7%	-6	613	5%	10%	4%	13%	1.1	0.3%	14%
CCCCc1nnc(NC(=O)CSc2nc(C)cc(=O)[nH]2)s1	-5.8%	2	800	2%	30%	1%	2%	1.2	4.7%	5%
O=C(C1=C[C@@H](C2CC2)C[C@@H](OCCCCO)O1)N1CCN(Cc2ccc3c(c2)OCO3)CC1	3.4%	16	744	-4%	-3%	-6%	5%	1	-1.1%	3%
